# Screens deposited in PubChem BioAssay by National Center for Advancing Translational Sciences (NCATS).
# Nrf2 block: inhibitors of Nrf2 signaling. A549 ARE-Fluc reporter, luciferase luminescence, 18-24 h. Potency, µM (doses to about 46 µM), for inactives: at the highest dose activity change, negative = inhibition, actives largely listed as inhibitors. 360,000 compounds, 2.1% hits. AID 504444; also: potency is read from the fitted curve at half-maximal effect; % is scaled to controls: 0 for no effect and ±100 for the full control effect; nearly all actives have a fitted effect of over 60% in size
#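 Quantitative HTS in A549 cells stably bearing an antioxidant response element-firefly luciferase construct. Inhibition of Nrf2-driven transcription was scored by luminescence after 18-24 h of compound exposure at 37 °C.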
# MmCpn inh: inhibitors of Methanococcus maripaludis chaperonin (MmCpn); 330,000 compounds, 0.031% hits; Potency, µM (doses to about 76.9 µM), for the others: at the top dose activity, negative = inhibition, actives largely listed as inhibitors; purified Mm-Cpn ATPase, ADP Transcreener TR-FRET; AID 504842; also: potency is read from the fitted curve at half-maximal effect; % is scaled to controls: 0 for no effect and ±100 for the full control effect; nearly all actives have a fitted effect of over 80% in size
#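 Purified archaeal Mm-CPN (25nM final) preincubated 10 min at 37degC with compound, then 10uM ATP for 30 min at 37degC; ADP measured by HTRF Transcreener TR-FRET; buffer 30 mM TRIS pH 7.4, 100mM KCl, 5mM MgCl2, 1mM DTT.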
# TGFb SMAD3 inh: inhibitors of TGF-b signaling; 410,000 compounds, 1.2% hits; HepG2 CAGA-GFP TGF-b/SMAD3 reporter, GFP fluorescence, 18 h; TGF-beta stimulated, 500 pg/mL final; Potency, µM (top dose mostly 46.1 µM), for the others: at the top dose activity, negative = inhibition, actives largely listed as inhibitors; also: potency is read from the fitted curve at half-maximal effect; % is scaled to controls: 0 for no effect and ±100 for the full control effect; nearly all actives have a fitted effect of over 65% in size
#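 Per well, imaged GFP fluorescence of HEPG2 CAGA-GFP cells gives the signal; cells get compound, then TGF-beta (500 pg/mL final), 18 h at 37 degrees C; %Activity versus -TGF-beta and +DMSO controls.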
# Nrf2 ARE act: activates Nrf2 signaling; AREc32 ARE-luciferase reporter (MCF7-derived line), luminescence, 24 h; Potency, µM (series often up to 46.1 µM), for the others: at the top dose activation, hits mostly activators; 410,000 compounds, 0.31% hits; AID 624171; also: potency is read from the fitted curve at half-maximal effect; % of control where 0% means no effect; nearly all actives have a fitted effect of over 65% in size
#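 ARE activation measured as luciferase luminescence (Steady-Glo, 30 min RT) in AREc32_Fluc cells after 24 hr compound exposure at 37 deg C, 5% CO2; cells seeded overnight at 1000/well in OPTI-MEM, 5% FBS.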
# A549 viability: kills or reduces viability of A549 cells in Nrf2 counter-screen | A549 ARE-Fluc cells, CellTiter-Fluor viability, 18-24 h | Potency, µM (top dose mostly 46 µM), for inactives: top-dose activity change, negative = cytotoxicity, usual class: inhibitors | 390,000 compounds, 0.16% hits | AID 504648; also: potency is read from the fitted curve at half-maximal effect; % is scaled to controls: 0 for no effect and ±100 for the full control effect
#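 A549 ARE-Fluc cells in 5% FBS OPTI-MEM, 5000 cells/well, rested 2 h then exposed to compounds in concentration-response for 18-24 h at 37 °C. Viability by CellTiter-Fluor fluorescence (Ex 405/Em 525) after 30 min; luciferase luminescence (BugLite, 15 min, RT) read afterwards.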
# Abeta rescue: compounds reversing amyloid beta toxicity in yeast. yeast expressing A-beta42, growth rescue, OD600, 48 h; response scale: 0% DMSO, 100% iron-clioquinol control. Potency, µM (top dose mostly 46.1 µM), inactives show at the top dose growth rescue, most hits filed as activators. 410,000 compounds, 0.063% hits. AID 1347071; also: potency is read from the fitted curve at half-maximal effect; nearly all actives have a fitted effect of over 55% in size
#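 Growth rescue measured by 600 nm absorbance after 48 h yeast culture at 30 C with compound. Values normalized between DMSO and an equimolar ferric chloride plus clioquinol control.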
# HepG2 viability: counter-screen for TGF-b inhibitors: cytotoxicity in HepG2 cells | Potency, µM (highest dose often 46.1 µM), for the others: at the highest dose activity change, negative = cytotoxicity, usual class: cytotoxic | 410,000 compounds, 0.76% hits | HepG2 CAGA-GFP viability, ATP luminescence, 18 h; also: potency is read from the fitted curve at half-maximal effect; some results filed as inactive show a strong effect at the top dose
#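 CellTiter-Glo luminescence gave cytotoxicity after 18 hours at 37 degrees C. The cells were HepG2 CAGA-GFP in 1% FBS DMEM, stimulated with 500 pg/mL TGF-beta after compound addition. %Activity was normalised to no-cell wells (complete cell-killing) and DMSO (no toxicity), and curves were fitted and classified.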
# Akt phos inh: blocks phosphorylation of Akt | Neuro2A IGF-stimulated pAkt S473 HTRF, 20 min; hits give low values | activity change, % for hits at 50 µM | 360,000 compounds, 0.32% hits | AID 651550; in the data active = activity change below about -80%; inconclusive = mostly about -51% to -80%; also: % is scaled to controls: 0 for no effect and ±100 for the full control effect
#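 Neuro2A cells in DMEM with 0.5% FBS, overnight at 37 deg C, given compound at single 50 µM final, then IGF (6 nM final) for 20 min at 37 deg C. Lysed; phospho-Akt Ser473 by HTRF after 24 h, 665/615 ratio.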
# CCT modulator: cytosolic chaperonin activity modulation. purified chaperonin ATPase assay, HTRF ADP detection, 30 min. activity change, % (test concentration not listed), hits read low. 360,000 compounds, 0.3% hits. AID 651819; in the data active = activity change below about -30%; also: % is scaled to controls: 0 for no effect and ±100 for the full control effect
#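 TRiC (40 or 20 nM final, by batch activity) in 30 mM Tris pH 7.4, 100 mM KCl, 5 mM MgCl2, 1 mM DTT was treated with compound at 76 uM single dose, then 10 uM ATP, 30 min at 37 °C. ADP was read by HTRF Transcreener.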
# Active calls of the source: *; i = inactive; ? = inconclusive; nt = not tested or not shown; & = joins results of further samples; [ ] = dose if it differs, or a comment. Unless noted, calls follow the shape of the dose curve; as a rule, active = well fitted curve in the direction sought with a large enough effect; inconclusive = small, poorly fitted or top-dose-only effect, or another doubt; inactive = no such curve, though single readings can be large; an effect the other way counts as inactive or inconclusive. Not a hit list; about 4.3% have a hit in one of these screens.
Compound,TGFb SMAD3 inh,CCT modulator,HepG2 viability,Nrf2 ARE act,Akt phos inh,Abeta rescue,MmCpn inh,A549 viability,Nrf2 block
O=C(COc1ccccc1[N+](=O)[O-])Nc1cccc(-c2nc3ccccc3s2)c1,-3%,nt,-19%,15%,nt,-3%,nt,-14%,1%
CC(C)Oc1ccc(-c2cc(=O)[nH]c(=O)[nH]2)cc1,8%,-1.6,-14%,4.2%,i,-5%,0%,6%,nt
COC1=C(Nc2ccc(OC)cc2)C(=O)C(OC)=C(Nc2ccc(OC)cc2)C1=O,9%,2.9,3%,-0.4%,i,14%,nt,5%,7%
CCCCCCCCCOC(=O)C1N2C(=O)[C@@H](NC(=O)COc3ccccc3)[C@H]2SC1(C)C (some centres undefined),-7%&-25%,-0.9,-6%&-50%,-0.7%,i,-10%,nt,0%,-1%
CCOC(=O)Cc1csc(SCC(=O)Nc2cccc(C#N)c2)n1,1%,-1.7,-2%,0.4%,i,9%,1%,13%,9%
COc1ccc(CCNC(=O)c2coc3ccccc3c2=O)cc1OC,8%,-0.9,21%,0.1%,i,-2%,-5%,-17%,-17%
CC(=Nc1ccccc1)C1=C(O)CC(C)(C)CC1=O,8%,0.8,20%,-0.2%,i,-7%,0%,0%,0%
Cc1ccc(/C=N/n2c(C)cc(C)c(C#N)c2=O)cc1,0%,2.1,-4%,-0.3%,i,-6%,3%,-1%,21%
CCOC(=O)C(=O)N1CCC(C(=O)OCC)CC1,9%,-1.3,4%,8.8%,i,-10%,0%,2%,7%
COc1ccc(C(=O)Nc2ncc3c(n2)-c2ccccc2CC3)cc1,2%,1.2,-7%,3.3%,i,7%,-1%,1%,22%
Cc1nc2ccccc2n1C1CCN(CC(=O)Nc2ccccc2Br)CC1,?,2.2,-34%,6.9%,i,-5%,5%,0%,-11%
CCS(=O)(=O)N1CCC(C(=O)Oc2ccc(C(=O)OC)cc2)CC1,10%,2.0,6%,0.1%,i,-6%,1%,-9%,6%
COCCC(=O)N1CCC(Oc2ccc(C(=O)N(C)CCCC3CCCC3)cc2)CC1,-3%,1.7,-12%,-0.1%,i,-16%,2%,-13%,?
O=C1CSC(c2cccc([N+](=O)[O-])c2)N1Cc1ccccc1 (centres undefined),6%,-3.1,-18%,-0.3%,i,15%,1%,5%,-22%
CC1(C)CC(=O)C/C(=N/NC(=O)COc2ccc(Cl)cc2Cl)C1,7%,-1.7,-18%,0.7%,i,5%,1%,-2%,-7%
CC(C)NC(=O)c1ccc(CS(=O)(=O)c2ccc(Br)cc2)o1,12%,-0.2,5%,0.0%,i,-2%,1%,-14%,-13%
Cc1ccc(C)c(NC(=O)CCN2CCCC(C)C2)c1 (centres undefined),3%,1.0,1%,0.1%,i,-19%,-1%,5%,1%
O=C1CC(c2cccc(Cl)c2)c2cc3c(cc2N1)CCC3 (centres undefined),10µM*,-3.7,-53%,-0.9%,i,-68%[inhibitor],2%,-23%,-28%
Cc1nc2cc(OCc3cc(C(=O)NC(C)c4cn(C)nc4C)no3)ccc2s1 (centres undefined),-19%,-0.2,-3%,-0.7%,i,6%,1%,-1%,-14%
O=C(NCCC1=CCCCC1)C1CCCN(S(=O)(=O)c2ccc(F)cc2)C1 (centres undefined),1%,4.8,-12%,-1.9%,i,-6%,-1%,-3%,-16%
COc1ccc(CNC(=O)c2ccc3c(=O)n(-c4ccccc4)c(=O)[nH]c3c2)cc1,0%,1.7,-31%,-0.2%,i,-5%,0%,0%,7%
O=C(NCc1ccc(F)cc1)C(=O)Nc1nc(C23CC4CC(CC(C4)C2)C3)cs1,13%,-0.7,-27%,1.7%,i,15%,0%,-19%,?
O=c1[nH][nH]c2ccccc2c1=O,-4%,0.3,-4%,2.0%,i,13%,-1%,-2%,2%
COc1ccc(CSCC(=O)Nc2ccc(S(=O)(=O)N3CCCCCC3)cc2)cc1,-4%,-0.2,13%,-0.3%[9.22 µM],i,23%,-1%,1%,?
CCN1CCN(c2ncnc3c2sc2nc(N4CCOCC4)c4c(c23)CCC4)CC1,17%,1.3,6%,-0.2%,nt,13%,-8%,1%,21%
CC(C)c1c(O)nc(SCC(=O)N2CCCCC2)[nH]c1=O,-14%,0.8,2%,-0.1%,i,5%,0%,1%,6%
Cc1ccc(NC(=O)CSc2ccc3nnc(-c4ccccn4)n3n2)cc1,15%,-1.0,10%,1.1%,i,12%,1%,-5%,-10%
O=C(N/N=C/c1ccc2c(c1)OCO2)c1cccc2ccccc12,-17%,2.2,-11%,4.0%,i,-3%,2%,1%,?
C(=N\N(Cc1ccccc1)c1ccccc1)/c1cccnc1,?,-1.9,-12%,-0.1%,i,?,2%,0%,12%
CCOc1ccc(N(CC(=O)NCc2ccco2)C(=O)CCC(=O)Nc2ccccn2)cc1,24%,-1.1,3%,-0.7%,i,3%,2%,-16%,-29%
COC(=O)c1ccccc1N=Nc1c(N)[nH][nH]c1=O,-20%,1.1,-137%,2.4%,i,-17%,-1%,?,-30%
Cc1cc(-c2ccccc2C(=O)NC2CCCCC2)on1,2%,-1.3,0%,0.1%,i,-10%,2%,-19%,9%
COc1ccc(CC(=O)N(Cc2ccccc2)c2ccc(C)cc2)cc1S(=O)(=O)N1CCOCC1,3%,-2.3,18%,3.4%,i,9%,-3%,-5%,?
CCC(CC)C(=O)c1c[nH]c(C(=O)NCc2ccccc2OC)c1,4%,-2.4,-9%,-0.5%,i,-3%,2%,2%,?
CCC(=O)Nc1cccc(NC(=O)c2ccc(Br)cc2)c1,-11%,1.7,1%,3.5%,i,-2%,-1%,-7%,4%
CCCCCc1nnc(NC(=O)c2cccc(S(=O)(=O)N3CCOCC3)c2)s1,-2%,-4.9,-13%,0.2%,i,1%,-7%,12%,-22%
C=CCOC(=O)c1ccccc1C(=O)OCC=C,5%,-0.4,-1%,-0.8%,i,-9%,0%,11%,1%
CC1CCN(S(=O)(=O)c2ccc(C(=O)OCc3ccc4c(c3)OCO4)cc2)CC1,?,0.1,6%,-0.3%,i,2%,-2%,3%,nt
CCOc1ccc(NC2=C(OC)C(=O)c3ccccc3C2=O)cc1,11µM*,-3.6,-83%,3.7%,i,-26%,-3%,-4%,-4%
O=P(c1ccccc1)(c1ccccc1)C(c1ccccn1)P(=O)(c1ccccc1)c1ccccc1,3%,-6.2,-50%,-1.2%,i,13%,-1%,2%,5%

# Some of these compounds in order of their number in Nrf2 block, descending:
Structure	TGFb SMAD3 inh	CCT modulator	Akt phos inh	MmCpn inh	Nrf2 block
O=P(c1ccccc1)(c1ccccc1)C(c1ccccn1)P(=O)(c1ccccc1)c1ccccc1	3%	-6.2	i	-1%	5%
C=CCOC(=O)c1ccccc1C(=O)OCC=C	5%	-0.4	i	0%	1%
CCOc1ccc(NC2=C(OC)C(=O)c3ccccc3C2=O)cc1	11µM*	-3.6	i	-3%	-4%

# Nothing new here: an excerpt of the list.
Compound,TGFb SMAD3 inh,CCT modulator,HepG2 viability,Nrf2 ARE act,Akt phos inh,Abeta rescue,MmCpn inh,A549 viability,Nrf2 block
C(=N\N(Cc1ccccc1)c1ccccc1)/c1cccnc1,?,-1.9,-12%,-0.1%,i,?,2%,0%,12%
CCOc1ccc(N(CC(=O)NCc2ccco2)C(=O)CCC(=O)Nc2ccccn2)cc1,24%,-1.1,3%,-0.7%,i,3%,2%,-16%,-29%
COC(=O)c1ccccc1N=Nc1c(N)[nH][nH]c1=O,-20%,1.1,-137%,2.4%,i,-17%,-1%,?,-30%
Cc1cc(-c2ccccc2C(=O)NC2CCCCC2)on1,2%,-1.3,0%,0.1%,i,-10%,2%,-19%,9%
COc1ccc(CC(=O)N(Cc2ccccc2)c2ccc(C)cc2)cc1S(=O)(=O)N1CCOCC1,3%,-2.3,18%,3.4%,i,9%,-3%,-5%,?
CCC(CC)C(=O)c1c[nH]c(C(=O)NCc2ccccc2OC)c1,4%,-2.4,-9%,-0.5%,i,-3%,2%,2%,?
CCC(=O)Nc1cccc(NC(=O)c2ccc(Br)cc2)c1,-11%,1.7,1%,3.5%,i,-2%,-1%,-7%,4%
CCCCCc1nnc(NC(=O)c2cccc(S(=O)(=O)N3CCOCC3)c2)s1,-2%,-4.9,-13%,0.2%,i,1%,-7%,12%,-22%
C=CCOC(=O)c1ccccc1C(=O)OCC=C,5%,-0.4,-1%,-0.8%,i,-9%,0%,11%,1%
CC1CCN(S(=O)(=O)c2ccc(C(=O)OCc3ccc4c(c3)OCO4)cc2)CC1,?,0.1,6%,-0.3%,i,2%,-2%,3%,nt
CCOc1ccc(NC2=C(OC)C(=O)c3ccccc3C2=O)cc1,11µM*,-3.6,-83%,3.7%,i,-26%,-3%,-4%,-4%
